Screening results (PubChem BioAssay)
TEAD-YAP block – TEAD-YAP interaction inhibition, primary screen, TEAD-YAP interaction inhibitor project, luminescence, HEK-TIYL cells | TEAD-Gal4/YAP UAS-luciferase luminescence | inhibition, % at 9.12 µM | 640,000 tested, 1.4% active; in the data active means inhibition above about 32%;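 further: 0% = median of test compound wells and 100% = reference inhibitor wells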
FBW7 act – FBW7 E3 ligase activators, primary screen, biochemical, AlphaScreen, human; F-box/WD repeat-containing protein 7 (Homo sapiens), Q969H0; AlphaScreen FBW7–phospho-cyclin E peptide binding, activator screen; normalized activity (activation), % at 26.1 µM; 650,000 tested, 0.13% active; in the data active means normalized activity above about 1.9%;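 further: purified mutant Fbw7 with reduced substrate affinity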
GPR151 ag – activators of human GPR151, primary screen, cell-based, PathHunter beta-arrestin, luminescence | 650,000 tested, 1% active | G-protein coupled receptor 151 (Homo sapiens), Q8TDV0 | PathHunter beta-arrestin GPR151 cells | activation, % at 11.2 µM; in the data active means activation above about 4.9%;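 further: 0% = median of compound wells and 100% = cells with positive control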
Target sequence (Q8TDV0 whole entry, looked up): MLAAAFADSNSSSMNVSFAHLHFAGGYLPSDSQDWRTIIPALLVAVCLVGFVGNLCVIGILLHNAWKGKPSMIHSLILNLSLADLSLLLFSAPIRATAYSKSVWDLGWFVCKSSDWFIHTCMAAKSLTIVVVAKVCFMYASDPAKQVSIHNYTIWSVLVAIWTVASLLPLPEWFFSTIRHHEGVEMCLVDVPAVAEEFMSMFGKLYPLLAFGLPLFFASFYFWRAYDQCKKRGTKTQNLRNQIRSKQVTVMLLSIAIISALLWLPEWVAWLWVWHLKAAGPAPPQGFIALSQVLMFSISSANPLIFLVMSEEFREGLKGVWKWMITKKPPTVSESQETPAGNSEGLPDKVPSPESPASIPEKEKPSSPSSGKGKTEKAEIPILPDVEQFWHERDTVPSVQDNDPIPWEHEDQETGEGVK
MITF primary – MITF inhibitors, primary screen, biochemical, AlphaScreen, human. inhibition, % at 2.6 µM. AID 1259374, 2018. 650,000 tested, 0.91% active. Microphthalmia-associated transcription factor (Homo sapiens), O75030. AlphaScreen MITF homodimerization, bead proximity signal; in the data active means inhibition above about 50%;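 further: 0% = vehicle wells with protein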
Target sequence (O75030 whole entry, looked up): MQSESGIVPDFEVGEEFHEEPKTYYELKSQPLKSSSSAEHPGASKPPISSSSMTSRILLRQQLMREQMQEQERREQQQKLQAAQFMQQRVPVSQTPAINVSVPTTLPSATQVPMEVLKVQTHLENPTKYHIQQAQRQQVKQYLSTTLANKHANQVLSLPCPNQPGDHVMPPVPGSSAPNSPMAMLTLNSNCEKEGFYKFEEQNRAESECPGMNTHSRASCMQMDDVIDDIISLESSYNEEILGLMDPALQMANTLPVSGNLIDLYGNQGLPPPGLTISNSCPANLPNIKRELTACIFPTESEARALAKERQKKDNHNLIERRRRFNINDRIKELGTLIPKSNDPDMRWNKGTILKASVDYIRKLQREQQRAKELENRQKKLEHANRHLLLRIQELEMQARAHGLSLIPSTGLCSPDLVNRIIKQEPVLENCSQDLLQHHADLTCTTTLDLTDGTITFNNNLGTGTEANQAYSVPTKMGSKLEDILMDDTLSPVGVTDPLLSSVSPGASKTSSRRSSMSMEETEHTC
Starred values were filed as active, the others as inactive; & = joins results of further samples.

1) COc1cccc(CN[C@H]2C[C@H]3C(=O)N4CCC[C@H]4C(=O)N3C2)c1
2) COc1ccc(CN2CCc3nnc(C(C)NC(=O)c4ccco4)n3CC2)c(OC)c1 (configuration not stated)
3) CCCCCC(=O)Oc1cccc(C2C3=C(CC(c4ccc(Cl)cc4)CC3=O)Nc3ccccc3N2C(=O)CCCCC)c1 (configuration not stated)
4) CSc1sc(-c2ccccc2)c2[n+]1CC(=O)N2
5) CS(=O)(=O)Nc1ccc(C(=O)Nc2ccc3ccccc3c2)cc1
6) O=C(/C=C/c1c[nH]c2ccccc12)c1ccccc1
Compound | 1 | 2 | 3 | 4 | 5 | 6
TEAD-YAP block | 4 | -2 | 14 | -3 | -35 | -39
FBW7 act | 0.0 | 0.2 | 0.1 | 0.2 | 0.1 | 0.0
GPR151 ag | 0.3 | 2.0 | 1.6 | -3.2 | -2.7 | 0.1
MITF primary | 16 | -12 | 11 | 19 | 1 | 11

7) NC(=O)CN(CCc1ccccc1)S(=O)(=O)c1ccc(Cl)cc1
8) CCOc1ccc(N2C(=O)/C(=C/c3ccc(Br)cc3)NC2=S)cc1
9) O=C(NCc1ccc2c(c1)OCO2)c1ccc(N2CCC(NCC3CC3)CC2)cc1
10) COc1cccc(CCN2C(=O)CCC2CCNCc2ccccc2)c1 (configuration not stated)
11) OCC1CCCN1c1nc(NC2CCN(Cc3ccccc3)CC2)c2[nH]cnc2n1 (configuration not stated)
12) N#CCc1nc(-c2cc3ccccc3oc2=O)cs1
Compound | 7 | 8 | 9 | 10 | 11 | 12
TEAD-YAP block | 12 | -4 | -3 | 1 | -7 | -17
FBW7 act | 0.1 | -0.1 | -0.1 | 0.2 | 0.2 | 0.1
GPR151 ag | 0.2 | 0.3 | -1.4 | 0.5 | 0.6 | -0.1
MITF primary | 13 | 5 | 11 | 14 | 3 | 6

Results in TEAD-YAP block (four entries from above):
nr | Structure | TEAD-YAP block
8 | CCOc1ccc(N2C(=O)/C(=C/c3ccc(Br)cc3)NC2=S)cc1 | -4
9 | O=C(NCc1ccc2c(c1)OCO2)c1ccc(N2CCC(NCC3CC3)CC2)cc1 | -3
7 | NC(=O)CN(CCc1ccccc1)S(=O)(=O)c1ccc(Cl)cc1 | 12
11 | OCC1CCCN1c1nc(NC2CCN(Cc3ccccc3)CC2)c2[nH]cnc2n1 (configuration not stated) | -7

Remaining list, next part:
13) C/C(CC(=O)Nc1cccnc1)=N\NC(=O)C(=O)NC(C)C
14) O=c1[nH]c2ccc(Br)cc2c(-c2ccccc2)c1N1CCOCC1
15) O=C(O)c1c[nH]c2ccc(S(=O)(=O)N3CCN(c4ccc(F)cc4)CC3)cc2c1=O
16) CC(C)(C)C(=O)Nc1sc2c(c1C(=O)Nc1ccc(Cl)cc1)CCCCC2
17) CC1CCN(CCNC(=O)c2ccc3c(=O)n(Cc4ccc(Cl)cc4)c(=S)[nH]c3c2)CC1
18) Cc1cc(N2CCCCC2)nc2ccc(NC(=O)Cn3nc(C(F)(F)F)c(Br)c3C)cc12
Compound | 13 | 14 | 15 | 16 | 17 | 18
TEAD-YAP block | -7 | 1 | 4 | -7 | -9 | -1
FBW7 act | 0.1 | -0.1 | 0.1 | 0.1 | -0.1 | 0.2
GPR151 ag | -1.8 | -0.7 | -1.2 | -0.6 | -0.6 | 2.4
MITF primary | 20 | 0 | 2 | -7 | -3 | -12

19) C=CCOc1ccc(Br)cc1/C=N/N=C1\NC(=O)C(CC(=O)O)S1 (configuration not stated)
20) COCCn1cc(C(=O)c2ccccc2OCC(=O)N(C(C)C)C(C)C)cc(C#N)c1=O
21) Cn1c(=O)[nH]c(=O)c2c1nc(N1CCN(CCO)CC1)n2CCCSc1ncccn1
22) c1cncc(-c2nnc(SCc3nc4ccccc4[nH]3)o2)c1
23) COC(=O)[C@@H]1CCCN1C(=O)CCC1(Cc2ccc(OC)c3ccccc23)CCC(=O)N1 (some centres not stated)
24) Cc1ccc2c(c1)cc(CN(Cc1ccccc1Cl)C(=O)C1CC1)c1nnnn12
Compound | 19 | 20 | 21 | 22 | 23 | 24
TEAD-YAP block | 3 | 2 | -1 | 44* | -13 | -2
FBW7 act | 0.1 | -0.1 | 0.1 | 0.0 | -0.1 | -0.1
GPR151 ag | -1.3 | -0.4 | -0.8 | -0.6 | 2.2 | -0.4
MITF primary | -13 | -10 | 3 | -6 | 5 | 4

25) O=C1NC(=O)/C(=C\c2ccc(Cl)cc2Cl)N1
26) C#CCOc1ccc(/C=C2/C(=O)ON=C2C)cc1
27) CN(Cc1ccccc1)S(=O)(=O)c1ccc(F)c(C(=O)Nc2ccc(Cl)cc2F)c1
28) O=C(CSc1ccccn1)Nc1ccc(N2CCOCC2)cc1
29) O=C1c2ccccc2C(=O)N1CCc1cn2cccnc2n1
30) CC1(C)CC(=O)C2=C(C1)Nc1[nH]c(=O)[nH]c(=O)c1C2c1cccc([N+](=O)[O-])c1 (configuration not stated)
Compound | 25 | 26 | 27 | 28 | 29 | 30
TEAD-YAP block | -6 | 10 | -8 | 12 | -3 | 0
FBW7 act | 0.0 | 0.2 | 0.0 | -0.2 | 0.1 | -0.3
GPR151 ag | 1.6 | 0.8 | -1.7 | -1.3 | 1.4 | -0.1
MITF primary | 6 | 58* | -18 | 2 | 12 | -6

31) COc1cccc(=O)c2c(C)n(-c3ccc(Br)cc3)c(C)c12
32) CN(/N=C/c1ccccc1O)C(=S)c1ccccc1
33) O=C(Cc1ccc([N+](=O)[O-])cc1)N1CCC2(CC1)OCCO2
34) O=c1cc(N2CCC3(CC2)OCCO3)[nH]c(=O)n1-c1ccc(Br)cc1
35) Cc1c(Cl)c(C(F)(F)F)nn1CC(=O)NCc1ccccc1
36) CCC12CC3CC(C1)CC(C(=O)NNC(N)=O)(C3)C2
Compound | 31 | 32 | 33 | 34 | 35 | 36
TEAD-YAP block | -2 | 2 | -14 | -5 | -9 | 3
FBW7 act | -0.1 | -0.1 | 0.0 | -0.1 | 0.1 | -0.3
GPR151 ag | -0.2 | -0.2 | -0.6 | 3.5 | 1.8 | 1.7
MITF primary | 1 | 10 | 14 | 11 | -2 | 2

37) Cc1cc(C(=O)NCCCOc2cccc(CN(C)C3CCCCC3)c2)n(C)n1
38) CC(=O)N(Cc1cccnc1)Cc1cc2cc3c(cc2[nH]c1=O)OCCO3
39) COc1c(C)cccc1C1=N/C(=C\c2ccc(Cl)c(Cl)c2)C(=O)O1
40) COc1cc([N+](=O)[O-])ccc1N/C=C/C(=O)c1ccco1
41) O=C1NC(=S)NC(=O)C1=Cc1ccc(-c2cc([N+](=O)[O-])cc([N+](=O)[O-])c2)o1
42) CC1=CC(C)(C)N(C(=O)CSc2nc(C)cc(=O)[nH]2)c2ccccc21
Compound | 37 | 38 | 39 | 40 | 41 | 42
TEAD-YAP block | 10 | -1 | 0 | 71* | -1 | 2
FBW7 act | 0.0 | 0.0 | 0.0 | -0.1 | -1.2 | 0.3
GPR151 ag | 1.0 | -1.1 | 0.8 | 0.1 | -0.8 | 0.3
MITF primary | 4 | -4 | 11 | 15 | 32 | 3

Record cards (already shown). Values in the order: TEAD-YAP block	FBW7 act	GPR151 ag	MITF primary
c1cncc(-c2nnc(SCc3nc4ccccc4[nH]3)o2)c1 as listed: 44*	0.0	-0.6	-6
O=C(O)c1c[nH]c2ccc(S(=O)(=O)N3CCN(c4ccc(F)cc4)CC3)cc2c1=O as listed: 4	0.1	-1.2	2
Cc1ccc2c(c1)cc(CN(Cc1ccccc1Cl)C(=O)C1CC1)c1nnnn12 as listed: -2	-0.1	-0.4	4
Cn1c(=O)[nH]c(=O)c2c1nc(N1CCN(CCO)CC1)n2CCCSc1ncccn1 as listed: -1	0.1	-0.8	3

Next section
43) CC1CC(=O)Nc2ccccc2N1C(=O)CN1CCOCC1 (configuration not stated)
44) O=C(Nc1nc(CCC(=O)N2CCN(c3ncccn3)CC2)cs1)c1ccccc1
45) COc1ccc(-c2cc3ccccc3c(=O)o2)cc1
46) COC(=O)c1ccc(CNCCC2CCC(=O)N2C2c3ccccc3-c3ccccc32)cc1 (configuration not stated)
47) COc1ccc(C2C3=C(CCCC3=O)N(CC(=O)O)C3=C2C(=O)CCC3)cc1
48) Cc1ccc(S(=O)(=O)N(C)c2ccc(Cl)cc2C(=O)c2ccccc2)cc1
Compound | 43 | 44 | 45 | 46 | 47 | 48
TEAD-YAP block | -18 | 8 | -23 | -8 | -3 | 0
FBW7 act | -0.1 | -0.2 | 0.5 | 0.5 | 0.2 | 0.2
GPR151 ag | 0.6 | 0.7 | -4.9 | -0.6 | -0.6 | -1.2
MITF primary | -10 | -10 | 7 | 15 | -15 | 1

49) O=C1C2C3C=CC(C4CC34)C2C(=O)N1Cc1ccc(F)cc1 (configuration not stated)
50) Cc1ccc(-c2csc3ncn(CC(=O)NCc4ccc(Cl)cc4)c(=O)c23)cc1
51) N#CCSc1nc(N)c(C#N)c(-c2ccc(O)cc2)c1C#N
52) O=C(O)c1cc(Nc2ccccc2)cc(-c2ccnc(NC(=O)C3CCOC3)c2)c1 (configuration not stated)
53) COc1ccc(-c2cn(S(=O)(=O)c3ccccc3)nc2N)cc1
54) Cc1cccc(-c2cc(C(=O)Nc3ccc(C(N)=O)cc3)c3ccccc3n2)c1
Compound | 49 | 50 | 51 | 52 | 53 | 54
TEAD-YAP block | 4 | 16 | -19 | 2 | 6 | -23
FBW7 act | -0.1 | -0.1 | -0.1 | -0.1 | -0.3 | 0.1
GPR151 ag | 0.3 | 0.3 | -0.7 | 0.5 | 1.2 | 0.0
MITF primary | -3 | -4 | -7 | -3 | -7 | -14

55) CCOC(=O)c1c(NC(=O)C(F)(F)C(F)F)sc2c1CCC(C)C2 (configuration not stated)
56) Oc1ccc(CCNc2nc(NCCN3CCOCC3)nc3c2ncn3Cc2ccc(C(F)(F)F)cc2)cc1
57) CC(C)CC(OC(=O)CN1C(=O)COc2ccccc21)C(=O)NC(C)(C)C (configuration not stated)
58) Cc1c(-c2nc3cnccn3c2NCc2ccc(F)cc2)cnn1C
59) CC/C(C)=N/Nc1ccc([N+](=O)[O-])cc1S(=O)(=O)Nc1ccc(C)cc1C
60) O=C(COc1ccc(Br)cc1Cl)N1CCCCCC1
Compound | 55 | 56 | 57 | 58 | 59 | 60
TEAD-YAP block | -2 | 5 | -11 | -3 | 7 | -22
FBW7 act | 0.5 | -0.1 | 0.2 | 0.0 | -0.2 | -0.1
GPR151 ag | -0.3 | -1.1 | -0.5 | 0.2 | 3.5 | -0.6
MITF primary | 14 | 1 | 13 | -7 | 15 | -4

61) COC(=O)c1ccccc1NC(=O)Cn1cc(Br)cn1
62) CCc1ccc(C2C(C#N)=C(N)N(c3ccc(Cl)cc3)C3=C2C(=O)CCC3)cc1 (configuration not stated)
63) CCCCNC(=O)c1c(C)cc(C)nc1Cl
64) CCOC(=O)c1ccc(-c2ccc(/C=C3\SC(NC(C)=O)=NC3=O)o2)cc1
65) O=C1NC(=O)C(=Cc2ccc(OC(=O)c3ccccc3Cl)cc2)C(=O)N1
66) O=C(CSc1nnc(CNC(=O)c2cccc(C(F)(F)F)c2)o1)NCC1CCCO1 (configuration not stated)
Compound | 61 | 62 | 63 | 64 | 65 | 66
TEAD-YAP block | -5 | 10 | 1 | 3 | -3 | 1
FBW7 act | 0.0 | 0.2 | -0.1 | -0.2 | -0.9 | 0.0
GPR151 ag | -1.6 | 0.2 | 1.2 | 0.0 | 5.5* | 2.8
MITF primary | -9 | 18 | 1 | 4 | -10 | 5

67) O=C(Cc1cn(-c2ccc(N3CCN(Cc4ccc5c(c4)OCO5)CC3)nn2)c2ccccc12)NC1CC1
68) CCOc1ccc(-n2c(O)c(C=NCCCO)c(=O)[nH]c2=O)cc1
69) CCOc1nc(C)ccc1-c1noc(-c2ccccc2F)n1
70) COc1ccc(S(=O)(=O)Nc2ccc(F)cc2F)cc1Br
71) CCN(CC)c1ccc(C2C(C(=O)OC3CCCC3)=C(C)NC3=C2C(=O)CC(C)(C)C3)cc1 (configuration not stated)
72) CCOC(=O)c1c(NC(=O)C(C)Sc2nnc(CNC(=O)c3c(F)cccc3Cl)n2C)sc2c1CCCCC2 (configuration not stated)
Compound | 67 | 68 | 69 | 70 | 71 | 72
TEAD-YAP block | 10 | 3 | -22 | 0 | 2 | -1
FBW7 act | -0.1 | 0.0 | 0.0 | 0.2 | 0.2 | 0.0
GPR151 ag | 3.6 | 0.4 | -0.6 | 1.6 | -0.6 | 0.1
MITF primary | -7 | -10 | -13 | 3 | 9 | 4

73) COc1ccc(NC(=O)/C(=C/c2ccc([N+](=O)[O-])cc2)NC(=O)c2ccccc2OC)c(OC)c1
74) O=C(c1ccc([N+](=O)[O-])cc1Cl)N1CCc2ccccc2C1
75) Cc1cc(C)nc(/N=C(\N)Nc2cccc(OCc3ccccc3)c2)n1
76) O=C(Cn1c(NCCO)nc2ccccc21)NCCc1ccc(F)cc1
77) CCN(CC)C(=O)CN(c1ccccc1C)S(=O)(=O)c1ccccc1
78) Cc1c(OCc2ccc(F)cc2)ccc2c(-c3ccccc3)cc(=O)oc12
Compound | 73 | 74 | 75 | 76 | 77 | 78
TEAD-YAP block | -2 | 2 | 50* | 2 | 0 | 1
FBW7 act | 0.0 | -0.2 | -0.3&0.3 | 0.4 | 0.7 | 0.0
GPR151 ag | -0.4 | 1.2 | 1.2&-0.1 | 0.3 | 0.4 | -0.9
MITF primary | -6 | 5 | 7&14 | 17 | 6 | 18
